Screening data: PubChem, Sanford-Burnham Center for Chemical Genomics
mIAP inh: mouse IAP inhibition; purified mouse IAP, CDP-Star luminescence, 30 min; inhibition, % at 10 µM; 330,000 tested, 0.2% active; AID 2806;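 active means inhibition of at least 40% at 10 µM in the primary screen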;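 further: plate controls were DMSO with enzyme for no effect and no enzyme wells for full effect; values of inactives mirror those of a sister screen read the other way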
SENP1 inh: SENP1 (human) catalytic domain inhibition. inhibition, % at 10 µM. recombinant SENP1 catalytic domain, CyPet-SUMO1-YPet FRET cleavage. AID 624204. 360,000 tested, 0.21% active;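 active means inhibition at least 30% at 10 µM, raw YFP signal under a set limit, fluorescence ratio 0.5 to 1.5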;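 further: 0% = enzyme with DMSO and 100% = no enzyme wells; some results filed as inactive read as strong as hits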
Target sequence (Q9P0U3 419-644 limits assumed): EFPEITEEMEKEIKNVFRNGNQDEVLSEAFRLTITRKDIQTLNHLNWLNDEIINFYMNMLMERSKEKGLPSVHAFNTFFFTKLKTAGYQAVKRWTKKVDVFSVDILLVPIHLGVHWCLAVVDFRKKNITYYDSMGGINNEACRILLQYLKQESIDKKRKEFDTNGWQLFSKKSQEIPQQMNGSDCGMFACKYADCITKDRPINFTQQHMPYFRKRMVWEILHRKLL
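system = hSENP1 catalytic domain, recombinant | reagent = SFCypet-SUMO1-SFYpet substrate at 25 nM | doses = one dose per compound, 10 µM, 0.5% DMSO | incubation = enzyme reaction for 50 min at room temperature, dark | measured by = FRET, CFP and YFP emission | controls = no-enzyme low, enzyme-DMSO high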
beta cell repl: inducers of beta-cell replication in MIN6 cells. AID 2380. 330,000 tested, 0.29% active. proliferation, % at 10 µM. MIN6 cells proliferation, ATPlite luminescence, 48 h; cells starved in 0.2% serum; 100% = growth in 10% serum;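 active means compounds whose signal lies at least 3.5 SD above the mean of all wells on their plate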;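 further: 0% = DMSO-treated cells in low-serum medium and 100% = 10% serum control; some compounds called inactive have numbers as strong as hits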
NLRP3 yeast inh: NALP3 inhibition in yeast; 330,000 tested, 0.39% active; inhibition, % at 10 µM; AID 2825; Yeast reconstituted NLRP3/ASC/caspase-1, beta-gal luminescence, 24 h;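 active means inhibition of 50% or more; inactive means inhibition below 50%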;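 further: plate controls were induced DMSO wells for no effect and uninduced yeast grown without galactose for full effect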
mIAP activ: increases mouse intestinal alkaline phosphatase activity; AID 2805; 330,000 tested, 0.24% active; activation factor at 10 µM; muIAP, CDP-Star luminescence, 30 min; active compounds read high; 1 = vehicle-only enzyme signal, 0 = enzyme-free wells;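 active means activation factor of at least 2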; further: the source names both 10 and 20 µM as test concentration; values of inactives mirror those of a sister screen read the other way
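Assay system: mouse IAP enzyme; Reagent: CDP-Star chemiluminescent phosphatase substrate; Compound: DMSO-dissolved test compounds; Incubation: 30 min, room temperature; Technique: luminescence from enzymatic CDP-Star hydrolysis; Controls: DMSO-only wells and no-enzyme negative control.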
hIAP block: human IAP inhibition; inhibition, % at 10 µM; P09923; 330,000 tested, 0.12% active; purified IAP, CDP-Star luminescence, 30 min;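 active means inhibition reaching a set limit with compound at 10 µM in the primary screen, cut at about 35% in these data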;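 further: plate controls were DMSO wells with enzyme for no effect and no-enzyme buffer wells for full effect; values of inactives mirror those of a sister screen read the other way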
hIAP act: human IAP activation. P09923. purified human IAP, CDP-Star luminescence, 30 min; active compounds read high; 1 = vehicle-only enzyme, 0 = enzyme-free background. activation factor at 10 µM. 330,000 tested, 0.16% active. AID 2524;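 active means activation factor of the enzyme at least 2-fold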; further: the source names both 10 and 20 µM as test concentration; values of inactives mirror those of a sister screen read the other way
A3G deaminase: APOBEC3G (human) deaminase inhibition; Q9HC16; recombinant A3G, ssDNA deamination FAM/TAMRA fluorescence; inhibition, % at 20 µM; 330,000 tested, 0.28% active; AID 493012;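 active means inhibition of at least 40% at 20 µM, with no more than 30% in the related APOBEC3A deaminase screen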;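 further: plate controls were DMSO wells with A3G for no effect and wells lacking A3G enzyme for full effect; some compounds called inactive have numbers as strong as hits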
Target sequence (Q9HC16 whole entry, looked up): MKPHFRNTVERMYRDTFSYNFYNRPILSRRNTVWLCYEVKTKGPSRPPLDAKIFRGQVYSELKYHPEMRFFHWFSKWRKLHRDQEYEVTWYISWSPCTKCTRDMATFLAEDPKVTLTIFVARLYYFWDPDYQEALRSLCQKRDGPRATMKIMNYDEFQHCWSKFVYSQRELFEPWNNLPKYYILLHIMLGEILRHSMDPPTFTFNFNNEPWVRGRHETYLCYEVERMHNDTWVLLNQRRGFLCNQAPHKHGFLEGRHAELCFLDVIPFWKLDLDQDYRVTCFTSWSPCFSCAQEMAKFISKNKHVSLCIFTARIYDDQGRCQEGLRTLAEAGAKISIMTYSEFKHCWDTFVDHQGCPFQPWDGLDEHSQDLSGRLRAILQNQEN
APOBEC3A inh: human APOBEC3A DNA deaminase inhibition; inhibition, % at 20 µM; 330,000 tested, 0.41% active; recombinant A3A, FAM/TAMRA ssDNA deamination fluorescence; P31941; AID 493011;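 active means at least 40% inhibition at 20 µM here, with at most 30% in a related deaminase screen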;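 further: plate controls were A3A with DMSO for no effect and wells lacking A3A enzyme for full effect; some results filed as inactive read as strong as hits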
Target sequence (P31941 whole entry, looked up): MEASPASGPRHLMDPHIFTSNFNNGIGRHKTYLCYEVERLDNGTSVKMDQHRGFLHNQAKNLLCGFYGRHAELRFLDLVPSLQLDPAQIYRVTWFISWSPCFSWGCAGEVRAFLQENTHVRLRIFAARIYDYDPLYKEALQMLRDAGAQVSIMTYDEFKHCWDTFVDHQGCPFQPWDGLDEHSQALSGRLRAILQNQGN
Starred values were filed as active, the others as inactive; . = not tested or not shown; & = joins results of further samples. The list is partial; count on the stated rates, not on these rows.

#	Structure	SENP1 inh	APOBEC3A inh	mIAP inh	A3G deaminase	hIAP act	hIAP block	beta cell repl	mIAP activ	NLRP3 yeast inh
1	CN(C)C(=O)On1c(-c2ccccc2)nc2ccc(Cl)cc21	1	-1	-8	-6	0.89	11	12*	1.1	23
2	OCC[n+]1c2ccccc2nc2ccc(N3CCOCC3)cc21	0	-14	0	5	0.98	2	-2	1	41
3	Cc1nc2ccccc2c(=O)n1-c1ccncc1	0	-2	-5	-2	1.1	-6	-2	1.1	5
4	Cc1ccc(C(=O)C2(C)N(O)C(C)C(c3cccs3)=[N+]2[O-])cc1 (centres undefined)	1	1	-2	0	1	0	-1	1	13
5	CC(=O)O[C@@]12CO[C@@H]1C[C@H](O)[C@@]1(C)C(=O)[C@H](O)C3=C(C)[C@@H](OC(=O)[C@H](O)[C@@H](NC(=O)c4ccccc4)c4ccccc4)C[C@@](O)([C@@H](OC(=O)c4ccccc4)C12)C3(C)C (some centres undefined)	1	-6	-46	-8	1	-1	2	1.5	-6
6	CCCCc1nc2ccccc2c(=O)n1-c1ccc(Cl)cc1[N+](=O)[O-]	1	-6	11	-8	1.1	-7	-4	0.89	5
7	CN1CC(C(=O)c2cccs2)C(c2ccc(Cl)cc2)C1 (centres undefined)	0	-3	10	-9	0.87	13	0	0.9	27
8	Cc1ccc(O)c(C)c1	-1	1	0	-4	1.2	-15	2	1	-3
9	CN(C)C(=O)Oc1ccc2c(c1)O/C(=C\c1ccc(Cl)cc1)C2=O	0	2	-2	-2	1	-2	-5	1	12
10	O=c1[nH]c(O)c(C=Nc2ccccc2Sc2ccccc2)c(=O)[nH]1	0	-3	0	-5	0.98	2	-1	1	-32
11	Cc1nn(Cc2ccccc2)c(C)c1C(=O)OCC(=O)NCc1ccco1	0	-4	9	-7	0.94	6	-1	0.91	-6
12	C=CCn1c(O)c(C(C)=NC2CC2)c(=O)[nH]c1=O	-2	-2	-7	-3	0.96	4	0	1.1	-3
13	Cc1cccc(-n2c(=S)[nH]c3ccccc3c2=O)n1	1	2	4	-13	1.1	-5	-3	0.96	2
14	Cc1nn(Cc2ccccc2)c(C)c1C=C1C(=O)NC(=S)NC1=O	-1	0	24	9	0.89	11	0	0.76	19
15	CN(C)c1ccc(C=C(C#N)C#N)cc1	-58	-2	20	-9	0.96	4	0	0.8	31
16	Cn1c(O)c(/C=C2\C=Nc3ccc(Br)cc32)c(=O)n(C)c1=O	4	-3	10	-7	0.79	21	-2	0.9	30
17	CCOC(=O)C(O)(c1ccc(N=c2ccccn2C)cc1)C(F)(F)F (centres undefined)	-1	44*	-6	13	1	-2	1	1.1	-4
18	O=C(NC(C(Cl)Cl)N1CCOCC1)c1ccccc1 (centres undefined)	1	-1	1	-1	0.93	7	0	0.99	-12
19	CN1OC[C@@H]2COc3ccc4ccccc4c3[C@@H]21	1	-5	3	-7	1.1	-9	5	0.97	-6
20	Cc1cccc(N=Cc2c(O)n(-c3ccccc3C)c(=O)[nH]c2=O)c1	-3	0	-5	-5	0.88	12	0	1	24

3 entries from above, with two lines to a compound.
Value order – SENP1 inh	APOBEC3A inh	mIAP inh	A3G deaminase	hIAP act	hIAP block	beta cell repl	mIAP activ	NLRP3 yeast inh
#9 CN(C)C(=O)Oc1ccc2c(c1)O/C(=C\c1ccc(Cl)cc1)C2=O
    0	2	-2	-2	1	-2	-5	1	12
#10 O=c1[nH]c(O)c(C=Nc2ccccc2Sc2ccccc2)c(=O)[nH]1
    0	-3	0	-5	0.98	2	-1	1	-32
#11 Cc1nn(Cc2ccccc2)c(C)c1C(=O)OCC(=O)NCc1ccco1
    0	-4	9	-7	0.94	6	-1	0.91	-6

(more compounds)
#	Structure	SENP1 inh	APOBEC3A inh	mIAP inh	A3G deaminase	hIAP act	hIAP block	beta cell repl	mIAP activ	NLRP3 yeast inh
21	CCc1c(C)nc(N)nc1N1N=C1SCC#N	2	2	-7	-1	1.1	-11	0	1.1	2
22	CN1CCC2(CC1)C(C#N)=C(N)NC(S)=C2C#N	-31&-27	-3&-4	19&17	-10&-8	0.9&1	10&-4	3&-2	0.81&0.83	4&0
23	COc1ccccc1OP(=O)(Nc1ccc(Br)cc1)Oc1ccccc1OC	-1	-2	-3	-6	1.3	-26	-4	1	28
24	CC(C)n1c(O)c(C=NCc2cccnc2)c(=O)[nH]c1=S	1	-1	-4	-1	1.1	-14	2	1	19
25	Cc1ccc(N=Nc2c(O)[nH]c(=O)[nH]c2=O)c([N+](=O)[O-])c1	-7	1	11	-4	1.1	-8	0	0.89	12
26	Cc1nc2ccccc2c(=O)n1-c1ccc(Br)cn1	2	-5	-3	-6	0.98	2	11	1	14
27	COc1ccc(-c2nc(CSCC(=O)N3CCC4(CC3)OCCO4)c(C)o2)cc1OC	-1	-6	1	-4	1.2	-23	-4	0.99	7
28	COC(=O)C1=C(c2ccc(S(C)(=O)=O)cc2)C[C@@H]2CC[C@H]1N2C(=O)NCc1cccc2ccccc12	0	-2	-2	-8	0.95	5	0	1	13
29	O=c1[nH]c(CN2CCNCC2)nc2ccccc12	0	1	-5	-4	1.2	-21	0	1.1	-2
30	C(#CCN1CCOCC1)COCc1ccccc1	-1	-2	6	-10	1	-2	3	0.94	4
31	Cn1c2ccccc2c2cnn(CC(=O)N3CCC4(CC3)OCCO4)c(=O)c21	.	-4	8	-5	1.1	-10	-2	0.92	-6
32	CCN(CC)C(=O)c1ccc(NC(=O)c2ccc(-n3cncn3)c([N+](=O)[O-])c2)cc1	2	0	0	-5	1	0	-5	0.99	3
33	CCC(=NCc1ccco1)c1c(O)n(-c2ccc(Cl)cc2)c(=O)[nH]c1=O	1	1	4	-2	1.1	-10	-3	0.96	9
34	CCN(CC)CCCOC(=O)C(OC)(c1ccccc1)c1ccccc1	1	-3	10	-9	0.96	4	0	0.9	9
35	CC(=O)O[C@H]1C(=O)[C@@]2(C)C([C@H](OC(=O)c3ccccc3)[C@]3(O)C[C@H](OC(=O)[C@H](O)[C@@H](NC(=O)Cc4ccccc4)c4ccccc4)C(C)=C1C3(C)C)[C@]1(OC(C)=O)CO[C@@H]1C[C@@H]2O (some centres undefined)	3	3	-14	-5	1.1	-11	-3	1.1	19
36	CCC(=O)OC1(Cc2ccc(CC)cc2)CC(C)N(C)CC1C (centres undefined)	1	-4	0	-6	1	-4	-2	1	22
37	CC(C)c1ccccc1NC1=NCCCS1	0	-2	8	-7	0.88	12	-3	0.92	2
38	COC(=O)C1=C(c2ccccc2OCc2ccccc2)C[C@@H]2CC[C@H]1N2C(=O)NCc1ccc(Cl)cc1	1	1	-44	-2	1	-2	-7	1.4	3
39	Cc1ccc(S(=O)(=O)N(C)C/N=C(\N)N[N+](=O)[O-])cc1	0	-3	4	-6	0.93	7	-3	0.96	-18
40	CN1CCc2nc3ccc(F)cc3c(C(N)=O)c2C1	-1	-5	1	-7	0.99	1	-2	0.99	20

Next section; the last 7 above are carried over.
#	Structure	SENP1 inh	APOBEC3A inh	mIAP inh	A3G deaminase	hIAP act	hIAP block	beta cell repl	mIAP activ	NLRP3 yeast inh
34	CCN(CC)CCCOC(=O)C(OC)(c1ccccc1)c1ccccc1	1	-3	10	-9	0.96	4	0	0.9	9
35	CC(=O)O[C@H]1C(=O)[C@@]2(C)C([C@H](OC(=O)c3ccccc3)[C@]3(O)C[C@H](OC(=O)[C@H](O)[C@@H](NC(=O)Cc4ccccc4)c4ccccc4)C(C)=C1C3(C)C)[C@]1(OC(C)=O)CO[C@@H]1C[C@@H]2O (some centres undefined)	3	3	-14	-5	1.1	-11	-3	1.1	19
36	CCC(=O)OC1(Cc2ccc(CC)cc2)CC(C)N(C)CC1C (centres undefined)	1	-4	0	-6	1	-4	-2	1	22
37	CC(C)c1ccccc1NC1=NCCCS1	0	-2	8	-7	0.88	12	-3	0.92	2
38	COC(=O)C1=C(c2ccccc2OCc2ccccc2)C[C@@H]2CC[C@H]1N2C(=O)NCc1ccc(Cl)cc1	1	1	-44	-2	1	-2	-7	1.4	3
39	Cc1ccc(S(=O)(=O)N(C)C/N=C(\N)N[N+](=O)[O-])cc1	0	-3	4	-6	0.93	7	-3	0.96	-18
40	CN1CCc2nc3ccc(F)cc3c(C(N)=O)c2C1	-1	-5	1	-7	0.99	1	-2	0.99	20
41	O=S(=O)(c1ccccc1)N1CCCCC1c1cccnc1 (centres undefined)	0	-4	-12	-1	1.3	-26	0	1.1	19
42	CCn1c(O)c(/C=N/NC(=O)c2ccccc2)c(=O)n(CC)c1=S	-91	-2	23	-4	1.2	-15	-2	0.77	32
43	CCC(=NCc1cc(OC)cc(OC)c1)c1c(O)[nH]c(=O)[nH]c1=O	1	3	2	1	0.99	1	-2	0.98	14
44	COCCCN1Cc2ccccc2C1=N	0	-3	3	-4	1.1	-7	-1	0.97	-5
45	O=C(Nc1ccccc1)N1CCC2(CC1)OCCO2	0	-1	0	-5	1.1	-8	-1	1	12
46	Fc1ccc(C2=CCN(C(c3cccs3)c3nnnn3CCc3ccccc3)CC2)cc1 (centres undefined)	-5	3	-5	-1	0.9	10	-3	1.1	17
47	N#C/C(N)=C(/N)C#N	-11	-2	-2	-9	0.97	3	-2	1	10
48	CCNc1cc(N2CCNCC2)ccc1[N+](=O)[O-]	.	-1	2	-4	0.77	23	0	0.98	20
49	O=C(Cn1ncc2ccsc2c1=O)N1CCC2(CC1)OCCO2	5	-2	5	5	1.2	-25	-4	0.95	11
50	CC(=O)OC1C2CCC1C(N1CCCC1)CC2 (centres undefined)	-1	5	-1	4	1.2	-17	-3	1	7
51	O=C1C2CCCN2C(c2cccc(Cl)c2)N1c1ccccn1 (centres undefined)	0	-3	0	-2	0.88	12	-3	1	10
52	O=C1NC(=S)N(c2ccc(Cl)cc2)C(=O)/C1=C/N1CCN(C(=O)c2ccco2)CC1	-14	0	-2	-4	1.3	-25	-3	1	27
53	CC(=O)OC(C)(C)/C=C/C(=O)C(C)(O)C1[C@H](O)C[C@@]2(C)C3CC=C4C(CC[C@@H](O)C4(C)C)[C@]3(CO)C(=O)C[C@]12C (some centres undefined)	1	1	-2	-4	1.1	-14	-3	1	9
54	CN1CCN(c2nc3c(c(=O)[nH]2)CCC3)CC1	1	-5	-10	-20	1.2	-16	-5	1.1	10
55	C=CCn1c(O)c(C(CC)=Nc2cc(OC)ccc2OC)c(=O)[nH]c1=O	-2	-1	12	-2	0.94	6	3	0.88	-1
56	O=C1NC(=O)C(=Cc2cn(CCOc3ccc4c(c3)OCO4)c3ccccc23)C(=O)N1	-5	-3	16	-1	1.2	-24	-2	0.83	14
57	C=C(C=O)CC1CC(O)[C@]2(C)OC3CC4OC5C[C@]6(C)O[C@]7(C)CCC8OC9C[C@]%10(C)OC%11C(C)=CC(=O)OC%11CC%10OC9C[C@@H](C)C8OC7CC6O[C@]5(C)CC5OC5C4OC3CC2O1 (some centres undefined)	-1	6	-1	3	0.8	20	-8	1	29
58	CC1CN=C(Nc2ccc(F)cc2)S1 (centres undefined)	3	-10	-1	-7	1.1	-9	-1	1	7
